From PubChem
Myeloid diff 2: promotes myeloid progenitor differentiation; AID 624256; calls only at 10 µM; ER-HoxA9 myeloid progenitors, lysozyme-GFP differentiation, flow cytometry; 1% of 360,000 active;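 active = normalized GFP-positive differentiation at or above the plate's own cutoff, the solvent-only control mean plus 3 SD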;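 also: cells exposed to compound for four days before flow analysis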
Lipid droplet: modulators of hepatic lipid droplet formation; AML12 mouse hepatocytes, oleate lipid droplets, BODIPY imaging; inhibition, % at 6.5 µM; 0.4% of 240,000 active; AID 1656;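 active = lipid droplet intensity inhibited by at least 50%, with more than 500 cells counted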
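Assay system: AML12 hepatocytes (mouse); Probe or stimulus: oleic acid at 100 µM to induce lipid droplet formation; Dosing: compound at 6.5 µM only; Schedule: compound with oleate, overnight; Detection: fluorescence imaging, 20x objective, two fields per well; Measure: % inhibition of lipid droplet signal.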
Dynein transport: dynein cargo transport inhibition. 3617.4 mouse cells, GR-EGFP nuclear translocation imaging; test concentration mostly 20 µM; stimulated with dexamethasone, 1 µM; active compounds read low. z-score, hits read low. 0.47% of 220,000 active;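 active = plate z-score of nuclear minus cytoplasmic receptor signal below a set negative limit, without overly bright fluorescence or cell loss, cut at about -3.5 in these data, passing the limit was not always enough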;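 also: z-score of nuclear minus cytoplasmic ring GR-EGFP intensity difference per well; some compounds called inactive have numbers as strong as hits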
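Medium: Induction medium lacking tetracycline, stripped serum | Probe or stimulus: 1.0 µM final dexamethasone stimulus | Schedule: 48 h induction, then 1 h compound, then 30 min agonist, 37 °C | Signal: Automated 10x imaging of fixed Hoechst-stained cells | Evaluation: Per-cell GR-EGFP intensity, nucleus versus surrounding cytoplasmic ring, well-averaged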
T cell modulator: T cell immune modulation candidate. 2C CD8+ T cell-vesicle binding, flow cytometry; active compounds read low. calls only at 7 µM. 0.068% of 330,000 active. AID 2052;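 active = response, share of CD8 T cells binding vesicles, and their 90th percentile fluorescence all below set limits, cut at about 80% in these data, passing the limit was not always enough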
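Material: 2C TCR transgenic mouse naive CD8+ T cells, MACS-purified. Also added: QL9-charged Drosophila Ld/ICAM-1/B7-1 vesicles. Timing: binding 1.5 h at 37 °C. Measured by: high-throughput flow cytometry with anti-B7-1 and anti-CD8 staining. Read-out: percent CD8+ FL2 mean versus row control. Controls: Unloaded micro-vesicles (low), QL9 vesicles with 0.7% DMSO (high).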
TNAP activators: stimulation of alkaline phosphatase TNAP activity – biochemical, luminescent, no phosphate acceptor, uHTS, primary screen (AID 1001); purified TNAP, luminescent activation assay, no phosphate acceptor; higher activation fold means a stronger effect; one-dose activation fold at 20 µM; EC50 in µM for titrated hits; 0.03% of 200,000 active; in the data active = activation fold from about 3, or a potency from the dose series; inactive = the rest, 99 in 100 with activation fold below about 1.6; also: many of its hits are not listed in these tables
MT stabilizer: microtubule stabilizers in HeLa cells | HeLa tubulin immunostaining HCS, 24 h; share of cells brighter than vehicle mean+2SD | % tubulin-high responders, % at 10 µM | 0.83% of 200,000 active | AID 2205;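 active = plate Z-score above 3 for both tubulin-high and condensed-nucleus cell shares, with cell loss under 80%, at 10 µM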;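 also: anti alpha tubulin signal scored within the nucleus-defined area of each cell; some results filed as inactive read as strong as hits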
Ins promoter up: MIN6 insulin promoter up-regulation | MIN6 insulin promoter-GFP reporter, high-content imaging; active compounds read high | z-score at 5 µM | 0.3% of 190,000 active;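 active = z-score above 3 at 5 µM with at least 500 cells counted in the well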
b-catenin transl: modulators of beta-catenin nuclear translocation. 0.3% of 190,000 active. nuclear translocation activity, % at 5 µM. HeLa beta-catenin nuclear translocation, immunofluorescence imaging;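 active = nuclear translocation activity above 50% at 5 µM, with a well cell count of 50 or more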;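 also: per-cell ratio of nuclear to cytoplasmic median beta-catenin stain intensity; plate controls were DMSO negative control for no effect and GSK-3 inhibitor IX positive control for full effect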
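assay system = human HeLa cells, endogenous beta-catenin | times = compound treatment 24 h, 37°C, 5% CO2 | detection = Anti-beta-catenin immunofluorescence on PFA-fixed, Triton-permeabilized cells, DAPI nuclei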
human PMI inhibition: MPI enzyme activity inhibition – biochemical, fluorescence intensity, coupled assay, primary screen (AID 1209) | one-dose inhibition, % at 20 µM; IC50 in µM for titrated hits | 0.42% of 190,000 active | purified PMI enzyme, coupled fluorescence intensity; higher % means a stronger effect; in the data active = inhibition above about 50%;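 also: plate controls were DMSO vehicle for no effect and wells lacking substrate for full effect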
Dynein transport cytoplasmic EGFP: also measured in Dynein transport; calls as there; z-score; measured here: cytoplasmic GR-EGFP intensity; active compounds read high
Dynein transport nuclear GR-EGFP: recorded beside Dynein transport, whose call it bears; z-score; measured here: nuclear GR-EGFP intensity;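 lower value marks the stronger effect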
Dynein transport cell count: also measured in Dynein transport; calls as there; z-score; measured here: cell count per field
Ins promoter up cell count: further read-out of Ins promoter up, marked with its call; cell count; measured here: cytotoxicity, nuclei count;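 total cells summed across four imaged fields per well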
Lipid droplet cells 6.5 µM: second read-out of Lipid droplet, no call of its own (marks repeat the call); cell count; measured here: cell count, cytotoxicity flag;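 cells counted across two imaged fields per well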
b-catenin transl cell count 5 µM: recorded beside b-catenin transl, whose call it bears; cell count; measured here: cell count, cytotoxicity flag
T cell modulator vesicle-bound %: second read-out of T cell modulator, no call of its own (marks repeat the call); double positive events, %; measured here: CD8+ vesicle-bound cell fraction;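 binding gate set so that unloaded-vesicle control wells show 10% double positive cells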
MT stabilizer Hoechst-high %: also measured in MT stabilizer; calls as there; % Hoechst-high responders; measured here: nuclear condensation Hoechst responders;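 share of cells brighter than vehicle mean plus two SD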
MT stabilizer cytotoxicity %: second read-out of MT stabilizer, no call of its own (marks repeat the call); toxicity, %; measured here: cytotoxicity by cell density;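 0% = mean cell density of plate MIN control wells and 100% = no cells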
Myeloid diff 2 GFP+ MAC1+ %: recorded beside Myeloid diff 2, whose call it bears; GFP+ MAC1+ double positive, %; measured here: differentiation confirmed by MAC1 staining
* hit, by the source's call; i = inactive; . = no result given.

SMILES	Myeloid diff 2	Myeloid diff 2 GFP+ MAC1+ %	Lipid droplet	Lipid droplet cells 6.5 µM	Dynein transport	Dynein transport cytoplasmic EGFP	Dynein transport nuclear GR-EGFP	Dynein transport cell count	T cell modulator	T cell modulator vesicle-bound %	TNAP activators	MT stabilizer	MT stabilizer Hoechst-high %	MT stabilizer cytotoxicity %	Ins promoter up	Ins promoter up cell count	b-catenin transl	b-catenin transl cell count 5 µM	human PMI inhibition
CCN(CC)C(=O)CSc1ncnc2c1cnn2Cc1ccccc1	i	0.9	.	.	-0.319	-0.187	-0.0301	-0.0579	i	41.0	1.1	2.7	1.7	8.5	-2.21	1021	0.1	1016	-2.2%
CCC(C)c1ccc(NC(=O)C2CCN(c3ccc(C(F)(F)F)cn3)CC2)cc1 (stereo not drawn)	i	0.0	2.0	713	-0.00303	-0.263	0.0939	1.21	i	14.1	1	2.1	1.8	4.9	-0.1	1372	-2.8	1084	7.0%
COc1ccc(C2=Nc3cc(C)ccc3OC2)cc1	i	4.0	.	.	-0.889	-0.188	-0.182	0.375	i	38.9	1.1	3.2	1.5	6.2	0.32	1374	-0.9	1507	16.0%
O=C(Nc1ccccc1)C1=C[C@H](c2ccccc2)C[C@H](OCc2ccc(CO)cc2)O1	i	1.7	-44.4	679	0.815	-0.281	0.701	-0.222	i	57.2	1.1	1.8	1.2	2.1	-0.2	1304	0.4	1068	13.6%
Cc1ccc(/C=N/NC(=O)CSc2nc3nc(C)cc(C)n3n2)cc1	i	7.0	.	.	0.651	-0.224	0.841	0.527	i	38.6	1.1	1.8	1.4	7.2	1.02	1454	0.1	1425	12.2%
CCOc1ccc(OCCOCCOc2ccccc2Cl)cc1	i	0.5	-2.5	677	-0.0919	-0.278	0.0815	0.881	i	46.2	1.3	2.7	2.3	14.4	-0.44	1277	-1.9	926	16.2%
CC(=O)Nc1ccc(S(=O)(=O)N2CCN(C3CCCCCCC3)CC2)cc1	i	2.8	.	.	-0.68	-0.111	-0.523	0.11	i	42.2	1.1	3.3	1.3	0.5	-1.06	990	3.8	784	-4.5%
CCOC(=O)c1ccc(NC(=O)CN2C(=O)CCC2=O)cc1	i	0.6	-5.4	702	1.23	-0.253	0.641	-0.138	i	60.6	1.1	4.4	2.9	7.1	.	.	4.8	439	13.3%
CCN(CC)S(=O)(=O)c1ccc(C(=O)Oc2ccc3c(c2)OCO3)cc1	i	0.8	-4.9	684	0.46	-0.228	0.672	-0.777	i	35.9	1.1	2.0	0.2	7.5	0.02	1297	.	.	23.6%
COc1ccc(N(Cc2cc3ccccc3[nH]c2=O)S(C)(=O)=O)cc1	i	1.7	26.0	762	-0.0316	-0.256	0.593	-0.0618	i	2.3	1.1	3.1	1.7	11.1	0.89	1377	-1.3	559	-2.2%
C/C(=N/NC(=O)Cc1c(C)[nH][nH]c1=O)c1ccc(O)cc1	i	1.0	-0.5	639	0.974	-0.189	1.19	-1.26	i	46.1	0.9	4.6	2.0	2.0	0.58	1693	0.5	1061	14.1%
Cc1ccc(C)n1-c1cccc(NC(=O)c2ccccc2)c1	i	0.6	26.7	644	2.54	-0.236	0.678	-1.38	i	57.7	1.2	2.0	1.7	2.8	-0.01	1426	-2.3	954	-0.1%
CCCCN(C(C)=O)C1CC(=O)N(c2ccc(OCCC)cc2)C1=O (stereo not drawn)	i	0.4	11.2	734	0.308	-0.233	0.143	-0.32	i	21.3	.	.	.	.	0.01	901	1.4	1369	.
CCOC(=O)COc1ccc2ccccc2c1/C=C/[N+](=O)[O-]	i	0.5	3.0	678	-4.82*	1.65*	-2.34*	-0.168*	i	34.7	0.9	2.5	4.6	2.9	0.45	1400	-0.7	1019	21.7%
Cc1ccc(C)c(N2CCN(S(=O)(=O)c3ccc4c(c3)OCCO4)CC2)c1	i	0.8	3.5	684	0.602	-0.16	0.736	-0.648	i	11.3	1	1.2	1.5	5.5	0.6	1859	-0.5	1094	18.8%
CC(C)NC(=O)c1cc(-c2ccco2)on1	i	5.0	.	.	0.941	-0.182	0.187	-0.338	i	43.7	1	4.2	1.6	3.3	-0.29	1659	-1.1	1269	15.0%
CC(C)CC(=O)NC(=S)Nc1ccc(N2CCN(C(=O)c3cccs3)CC2)cc1	i	0.8	-5.3	615	0.619	-0.132	0.772	-1.41	i	58.3	.	.	.	.	.	.	0.1	1345	.
O=C(Cn1cc(SCc2ccc(F)cc2)c2ccccc21)N1CCOCC1	i	0.9	-6.1	608	0.383	-0.229	0.292	0.161	i	5.2	1	3.6	2.6	3.8	0.06	1473	0.4	1046	7.9%
COc1cccc(NC(=O)CNC(=O)c2ccc(OC)c(OC)c2)c1	i	0.7	-1.6	630	-0.162	-0.215	-0.311	0.395	i	37.4	1	3.9	2.0	6.5	.	.	-0.5	1485	0.5%
CC1(C)CC(=O)CC(=Nc2ccc3[nH]c(=O)[nH]c3c2)C1	i	5.7	.	.	0.601	-0.109	0.849	-1.15	i	52.9	1.1	2.6	2.2	3.1	-0.85	972	1.4	1129	7.1%

2 compounds from above with just b-catenin transl cell count 5 µM and human PMI inhibition.
Molecule,b-catenin transl cell count 5 µM,human PMI inhibition
O=C(Cn1cc(SCc2ccc(F)cc2)c2ccccc21)N1CCOCC1,1046,7.9%
CCOC(=O)COc1ccc2ccccc2c1/C=C/[N+](=O)[O-],1019,21.7%

(list continues)
SMILES	Myeloid diff 2	Myeloid diff 2 GFP+ MAC1+ %	Lipid droplet	Lipid droplet cells 6.5 µM	Dynein transport	Dynein transport cytoplasmic EGFP	Dynein transport nuclear GR-EGFP	Dynein transport cell count	T cell modulator	T cell modulator vesicle-bound %	TNAP activators	MT stabilizer	MT stabilizer Hoechst-high %	MT stabilizer cytotoxicity %	Ins promoter up	Ins promoter up cell count	b-catenin transl	b-catenin transl cell count 5 µM	human PMI inhibition
O=C(Nc1cc(C(F)(F)F)ccc1N1CCOCC1)c1c(F)c(F)c(F)c(F)c1F	i	0.7	-1.4	739	-0.781	-0.189	-0.337	-0.509	i	58.4	1.1	2.9	1.4	4.0	-1.04	1138	0.5	1062	1.2%
CCOC(=O)C1CCN(c2cc(C)nc3ccc(OC)cc23)CC1	i	0.0	-14.6	689	0.452	-0.07	0.185	0.546	i	34.3	1.1	1.9	2.3	3.1	-0.04	898	3.5	1042	1.0%
CC(C)Cc1nnc(NS(=O)(=O)Cc2ccccc2)s1	i	1.0	-24.6	802	0.696	-0.273	0.746	-0.49	i	11.5	1.1	0.6	1.8	4.2	.	.	-4.1	1047	2.6%
O=C1c2ccccc2NC(c2ccc(O)cc2)N1Cc1ccco1 (stereo not drawn)	i	1.3	-5.8	691	-0.53	-0.135	-0.0589	0.267	i	20.1	1	2.2	1.3	7.7	.	.	-1.3	1054	-2.1%
Cc1ccc(NC(=O)NC(=O)CSc2nnnn2C)c(C)c1	i	1.3	.	.	-0.115	-0.0754	0.225	0.377	i	58.8	1.1	3.7	3.2	5.4	-0.04	1239	-6.9	990	-4.5%
O=S(=O)(c1cccs1)n1cnc2ccccc21	i	0.3	.	.	-0.732	-0.233	-0.0134	0.0649	i	34.8	1.1	1.8	2.1	4.1	-0.25	1372	-0.2	885	7.5%
COC(=O)CC1C(=O)NCCN1C(=O)CSc1nc2ccccc2c(=O)n1CC(C)C (stereo not drawn)	i	0.7	3.5	657	0.581	-0.356	-0.0253	-0.395	i	58.7	1	3.3	1.2	11.0	-1.95	1070	0.0	1073	-10.6%
O=C(NCc1ccccc1)C1=C[C@@H](C2CC2)C[C@@H](OCCCCO)O1	i	1.2	-37.3	625	-0.748	-0.161	-0.1	-0.0648	i	37.9	1.1	2.4	2.1	3.5	0.59	1463	0.0	1143	3.0%
c1ccc2[nH]c3cc4ncnc4cc3nc2c1	i	0.8	-6.0	721	-0.449	-0.309	-0.618	0.742	i	53.4	1.9	2.6	2.6	2.8	-0.78	799	.	.	-45.3%
CCOC(=O)N1CCN(C(=O)c2oc3ccc(S(=O)(=O)N4CC(C)CC(C)C4)cc3c2C)CC1 (stereo not drawn)	i	1.6	.	.	0.758	-0.0932	0.65	-1.01	i	48.5	1.1	3.1	1.6	9.9	-0.79	1173	0.2	1374	12.7%
CS(=O)(=O)N(CC(=O)N1CCOCC1)Cc1ccc(Cl)cc1	i	1.3	-6.1	684	-0.458	2.33	0.92	-1.03	i	41.4	1	2.6	1.6	5.3	-1.28	1555	0.1	1073	-2.4%
COc1ccccc1OC(C)c1nnc(SCC(=O)Nc2c(C)n(C)n(-c3ccccc3)c2=O)n1-c1ccccc1 (stereo not drawn)	i	1.2	.	.	-0.282	-0.242	-0.72	0.915	i	60.2	1	2.8	2.7	11.2	.	.	.	.	8.6%
CNC(=O)CS(=O)(=O)CC(=O)Nc1cc(OC(C)C)c(Cl)cc1Cl	i	0.1	8.0	737	-0.408	-0.237	-0.135	0.399	i	22.3	1.1	3.5	2.1	6.6	0.93	1406	-1.6	1148	10.4%
COc1ccc(NC(=O)N/C=C/c2ccco2)cc1	i	0.5	1.1	627	-0.438	-0.269	-0.198	0.386	i	35.1	1	2.3	2.7	3.6	-0.07	1472	0.7	987	-75.4%

Hits appear at their usual frequency; 3% or so of the library scored in one or more.
